ST2 IL33 inh – inhibitors of human ST2 (IL1RL1) binding to IL-33 | AlphaLISA ST2-Fc/biotin-IL-33 interaction, 1 h | 2.3% of 78,000 active | AID 1259354 | inhibition, % for hits at 17 µM; in the data active = inhibition above about 30%; inconclusive = mostly about 10% to 28%
Target sequence (Q01638 whole entry, looked up): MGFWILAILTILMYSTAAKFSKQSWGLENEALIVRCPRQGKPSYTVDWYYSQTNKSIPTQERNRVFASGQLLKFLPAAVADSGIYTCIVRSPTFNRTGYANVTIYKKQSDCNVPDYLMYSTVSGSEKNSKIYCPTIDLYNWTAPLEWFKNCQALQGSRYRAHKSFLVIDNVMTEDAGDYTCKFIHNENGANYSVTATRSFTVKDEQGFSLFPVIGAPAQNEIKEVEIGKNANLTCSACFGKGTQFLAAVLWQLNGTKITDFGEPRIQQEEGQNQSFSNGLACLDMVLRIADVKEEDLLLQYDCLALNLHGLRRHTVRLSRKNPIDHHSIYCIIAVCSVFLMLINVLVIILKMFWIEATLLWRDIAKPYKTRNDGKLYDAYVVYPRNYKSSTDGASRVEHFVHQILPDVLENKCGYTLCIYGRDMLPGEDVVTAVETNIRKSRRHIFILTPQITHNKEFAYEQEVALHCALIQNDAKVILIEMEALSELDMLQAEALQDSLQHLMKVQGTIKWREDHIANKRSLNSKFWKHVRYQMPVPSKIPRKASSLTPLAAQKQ
The depositor's hits bear a star; i = inactive; ? = inconclusive. Some of the compounds tested. The share of hits here may be higher or lower than overall.

Start of the listing, in advance, 5 compounds:
SMILES	ST2 IL33 inh
COc1cc([N+](=O)[O-])ccc1N1C(=O)c2c(C)nc3ccccc3c2C1=O	i
CC(NC(=O)CCNC(=O)c1ccccc1F)c1ncn[nH]1 (centres undefined)	i
CNC(=O)[C@@H]1C[C@H](N)CN1C(=O)CCCOc1ccccc1	i
CC(=O)Nc1ccc(N2C(=O)C3C4c5ccccc5C(c5ccccc54)C3(C)C2=O)cc1 (centres undefined)	i
O=c1c(-c2ccccc2CN2CCOCC2)ccc2n1C[C@H]1C[C@@H]2CN(Cc2cccs2)C1	i

The list itself (from the top)
SMILES	ST2 IL33 inh
COc1cc([N+](=O)[O-])ccc1N1C(=O)c2c(C)nc3ccccc3c2C1=O	i
CC(NC(=O)CCNC(=O)c1ccccc1F)c1ncn[nH]1 (centres undefined)	i
CNC(=O)[C@@H]1C[C@H](N)CN1C(=O)CCCOc1ccccc1	i
CC(=O)Nc1ccc(N2C(=O)C3C4c5ccccc5C(c5ccccc54)C3(C)C2=O)cc1 (centres undefined)	i
O=c1c(-c2ccccc2CN2CCOCC2)ccc2n1C[C@H]1C[C@@H]2CN(Cc2cccs2)C1	i
CCOc1ccc(NC(=O)C2C(C=C(Cl)Cl)C2(C)C)cc1 (centres undefined)	i
CCOc1ccc(C(O)=Cc2nc3ccccc3oc2=O)cc1	i
COc1ccc(C2C(C(=O)OC3CCCCC3)=C(C)Nc3ncnn32)cc1OC (centres undefined)	i
CCc1ccccc1NC(=O)c1cnc2n(c1=O)CCS2	i
CC(Oc1ccccc1)c1nc2c(Br)cc(Br)cc2c(=O)o1 (centres undefined)	?
Cn1c(=O)c2c(nc(N3CCCCC3)n2CCSc2ncccn2)n(C)c1=O	i
COc1ccc(-c2nc3nc[nH]n3c2Nc2ccc(C(C)C)cc2)cc1	i
Cn1cc(CN2CCN(c3ccccc3)CC2)c2ccccc21	i
CCc1ncc2c(n1)CN(C(=O)CCn1cnc3ccccc3c1=O)C2	i
CCOc1ccc(S(=O)(=O)N2CCN(c3cc(-c4cccc(F)c4)ncn3)CC2)cc1	i
Cc1ccc(NC(C)(C)C(=O)N2CCC(CN)C2)cc1 (centres undefined)	i
CCCOC(=O)CSC1=C(C#N)C(c2ccc(OCC)cc2)CC(=O)N1 (centres undefined)	i
COc1ccc(CN(C)C2CCCCC2)c(OC)c1OC	i
O=C(Nc1cccc(-n2cccn2)c1)C1CCCN1C(=O)c1ccccn1 (centres undefined)	i
CC(C)Oc1ccccc1-c1nc(C(N)=O)c2c(n1)n(-c1ccc(F)cc1)c(=O)n2C	i

7 compounds already listed, ordered by formula weight, rising.
SMILES	ST2 IL33 inh
CC(NC(=O)CCNC(=O)c1ccccc1F)c1ncn[nH]1 (centres undefined)	i
CCOc1ccc(NC(=O)C2C(C=C(Cl)Cl)C2(C)C)cc1 (centres undefined)	i
COc1ccc(-c2nc3nc[nH]n3c2Nc2ccc(C(C)C)cc2)cc1	i
COc1cc([N+](=O)[O-])ccc1N1C(=O)c2c(C)nc3ccccc3c2C1=O	i
CC(Oc1ccccc1)c1nc2c(Br)cc(Br)cc2c(=O)o1 (centres undefined)	?
CCOc1ccc(S(=O)(=O)N2CCN(c3cc(-c4cccc(F)c4)ncn3)CC2)cc1	i
O=c1c(-c2ccccc2CN2CCOCC2)ccc2n1C[C@H]1C[C@@H]2CN(Cc2cccs2)C1	i

Other structures follow:
SMILES	ST2 IL33 inh
COc1cc(CN2CCCC(CCC(=O)N3CCN(C)CC3)C2)cc(OC)c1 (centres undefined)	i
CN(Cc1ccccc1)Cc1cn([C@H]2CO[C@H]3[C@@H]2OC[C@@H]3NC(=O)CCC(=O)O)nn1	i
COc1ccc(CNC(=O)C[C@@H]2O[C@H](Cn3cc(CN(C)Cc4ccccc4)nn3)[C@@H](O)[C@H]2O)cc1	?
COc1ccc(-n2nc3c(c2NC(=O)c2ccc(Br)o2)CSC3)cc1	i
CC(C)c1cc(C(=O)NCc2cccnc2N2CCCCCCC2)n[nH]1	?
CNC(=O)C1CCC(Cn2c(=O)c3sccc3n(CC(=O)Nc3ccc(OC)cc3)c2=O)CC1 (centres undefined)	i
O=C1NC(=O)N(c2ccccc2F)C(=O)/C1=C/c1cn(CC(=O)N2CCCC2)c2ccccc12	?
CCN(Cc1cnn(C)c1)C(=O)c1cc(COc2cc(C)c(Cl)c(C)c2)on1	i
CC1CCCCN1S(=O)(=O)c1ccc2c(c1)CCN2C(=O)C1CC1 (centres undefined)	?
COc1nc2ccccc2cc1CN1C[C@H]2OC(=O)N(C3CCCC3)[C@H]2C1	?
O=C1Nc2ccc(Br)cc2C(O)(C(=O)NCc2ccc(F)cc2)N1c1ccccc1 (centres undefined)	?
CSCc1nnc(NC(=O)c2ccc(S(=O)(=O)N3CCCCCC3)cc2)o1	?
CCOC(=O)c1oc2ccccc2c1NC(=O)C(C)(C)C	i
CC(=O)c1cccc(NC(=O)c2noc3c2CCC3)c1	?
CC1=NN(c2ccc(Cl)c(C(=O)O)c2)C(=O)/C1=C\c1ccc(Cl)cc1	48%*
O=C(NCC1CCCO1)c1ccc(CSc2ccccc2)cc1 (centres undefined)	i
Cc1nc(CC(=O)NCCNc2ccncc2C)cs1	?
O=C(NCCCn1cncn1)C1CCCN(Cc2ccco2)C1 (centres undefined)	?
COc1cccc(C2Nc3c(C(=O)O)cccc3C3C4CCC(C4)C23)c1OC (centres undefined)	i
CCCn1cnc2c1CN(C(C)=O)[C@H](C(=O)OC)C2	i
NC(=O)c1ccccc1NC(=O)Nc1ccccc1	i
COc1ccc2nc(N3CCC(C(=O)N4CCN(c5ccccn5)CC4)CC3)sc2c1	?
Cc1cc(O)c(C(=O)Cc2csc(C)n2)c(O)c1	i
COCCn1cc(C(=O)NCCCN2CCC(C)CC2)c2c3ccccc3n(C)c2c1=O	i
O=C(c1cccc([N+](=O)[O-])c1)c1ccc2c(c1)C(=O)N(c1nccs1)C2=O	?
Cc1oc(-c2ccc(Cl)cc2)nc1CSCC(=O)NC1CC1	i
O=C(O)CCCC(=O)N1N=C(c2ccc(Br)cc2)CC1c1cccc([N+](=O)[O-])c1 (centres undefined)	?
COc1ccc(NC(C)=O)c2nc(C)c(C)nc12	i
Cc1ccc(C(=O)Nc2ccc([N+](=O)[O-])cc2C)c(Cl)c1	?
CCOc1ccc(C2C(C(N)=O)=C(C)Nc3nc(SCc4ccccc4F)nn32)cc1 (centres undefined)	i
Cc1ccc(NC(=O)c2cnc3sccn3c2=O)cc1Cl	i
O=C1NCC2(CCCN(C(=O)C3(c4ccc(F)cc4)CCOCC3)CC2)O1 (centres undefined)	i
O=C(Nc1ccc(F)cc1)N1CCN(C/C=C/c2ccccc2)CC1	i
CC(=O)c1cccc(NC(=O)CSc2nc(-c3ccco3)nc3cc(=O)[nH]n23)c1	i
COc1ccc(CC(=O)Nc2ccc(Cl)c(N3CCCS3(=O)=O)c2)cc1OC	i
O=C(NC(c1ccccc1)c1ccccc1)c1cccnc1	i
Cc1ccc(-c2nnc(-c3nc(NCc4ccccc4)c4ccccc4n3)o2)cc1	?
CCOCCCNC(=O)C1c2c(n(C)c3ccccc23)SCC(=O)N1c1ccc(F)cc1F (centres undefined)	i
COc1ccc(N2CCCS2(=O)=O)cc1NC(=O)c1cccc(Br)c1	i
CC1=NN(C(=O)c2cccc(Br)c2)C(O)(c2ccncc2)C1 (centres undefined)	i
O=C(O)CCC(=O)c1ccc(-c2ccn[nH]2)cc1	?
N#Cc1c2n(c3c(=O)n(Cc4ccc(Cl)cc4)cnc13)CCCCC2	i
Cn1c(-c2cc3ccc(O)c(CN4CCOCC4)c3oc2=O)nc2ccccc21	i
Cc1ccc(/C=C2\N=C(c3ccccc3C)OC2=O)o1	65%*
CCN(CCN(C)C)Cc1ccc(OC)cc1	i
COc1c(Cl)cc(Cl)cc1C1Nc2ccccc2NC2=C1C(=O)CC(C)(C)C2 (centres undefined)	i
O=C(CSc1cn(Cc2ccc(Cl)cc2)c2ccccc12)NCc1ccco1	i
COc1ccc(C2CC(=O)Nc3c2c(C)nn3-c2ccc(C)cc2)cn1 (centres undefined)	i
c1ccc2sc([C@H]3CCNC3)nc2c1	32%*
Cc1ccc(C)c(N2C(=O)NC3CC2(C)Oc2ccccc23)c1 (centres undefined)	i
Cc1ccc(C)c(CN2CCC(O)CC2)c1	i
Cc1c(C(=O)NCCc2nc(-c3ccccc3)cs2)oc2c(F)cccc12	?
Cc1cc(C)n(CCCNS(=O)(=O)NCc2ccccc2)n1	?
O=[N+]([O-])c1ccc(CN2CCN(c3ncccn3)CC2)s1	i
CC(C)(C)c1cc(CN2CCCC(CCNS(C)(=O)=O)C2)[nH]n1 (centres undefined)	i
COc1ccc(C2=Nn3c(nnc3-c3ccccc3)SC2)cc1	i
COc1ccccc1NS(=O)(=O)/C=C/c1ccccc1	?
CC1=C(C(=O)Nc2ccc(C)cn2)C(c2cccc(Cl)c2)C2=C(CCCC2=O)N1 (centres undefined)	i
CCN(CC)C(=O)c1oc2ccc(S(=O)(=O)N(CC)CC)cc2c1C	i
CC(C)Nc1cc(-c2ccc3c(c2)OCO3)nc(N)n1	i
(list continues)
SMILES	ST2 IL33 inh
Cc1ccc(C2=N/C(=C\c3ccc(Br)cc3)C(=O)O2)cc1[N+](=O)[O-]	i
CCC(C)NC(=O)C1(C)CCC(=O)N1CCc1ccc(OC)c(OC)c1 (centres undefined)	i
CCn1c(CN2CCc3nc(C)n(C)c(=O)c3CC2)nc2ccccc21	i
CCCc1ccc(S(=O)(=O)N2CCN(c3cc(-c4ccc(F)cc4)ncn3)CC2)cc1	i
Oc1c(C(c2ccccc2)N2CCOCC2)ccc2cccnc12 (centres undefined)	i
COC(=O)c1ccc(CSc2nncc3ccccc23)cc1	i
CCOc1ccc2nc(N3CCCN(C/C(C)=C/c4ccco4)CC3)nc(C)c2c1	?
CC(C)c1ccc(OCC(=O)N2CCCCCC2)cc1	i
COc1ccccc1/C=C/CN1CCC(N2CCCC(C(=O)NC3CC3)C2)CC1 (centres undefined)	i
CN1CCN(C2Cc3ccccc3Sc3ccc(Cl)cc32)CC1 (centres undefined)	?
COc1ccc(CN2CCCN(CC(=O)NCc3ccc(C)cc3)S2(=O)=O)cc1	i
Cc1ccc(N2C(=O)C3C4C=CC(C5CC45)C3C2=O)cc1Cl (centres undefined)	i
CC(C)CCNC(=O)C1(O)c2cc(Br)ccc2NC(=O)N1c1ccc(Cl)cc1 (centres undefined)	i
Cc1ccc(C2CC(c3ccc(Cl)cc3)Nc3nc(N)nn32)cc1 (centres undefined)	i
COc1ccc(CN(C)Cc2ccccc2)cc1	i
Cc1c(F)cccc1NC(=O)CNC(c1ccccn1)C(F)(F)F (centres undefined)	i
NC1=Nc2ccccc2CCC1	i
CC(=O)c1cc(F)c(N2CCC(C)CC2)cc1C	i
Cc1ccc(NC(=O)Cn2ncc3c(=O)oc4ccccc4c32)c(Br)c1	i
CCn1c(=NC(=O)CSCC(=O)N2CCN(c3ccccc3)CC2)sc2ccccc21	i
COc1ccc(/C=C2\SC(=O)N(CCCC(=O)N3CCOCC3)C2=O)cc1OC	i
CCc1ccc(C(=O)NC(C(=O)O)C(C)C)cc1 (centres undefined)	i
O=C(Nc1ccccc1O)c1ccc(Br)c(S(=O)(=O)N2CCCCC2)c1	i
COc1cccc(Nc2nc(-c3ccc(OC)c(F)c3)cs2)c1	?
CCCCn1c(CN2CCN(CC)CC2)nc2c1c(=O)[nH]c(=O)n2C	i
CCOC(=O)N1CCC(NC(=O)C2CC23CCN(C(=O)CSc2ccccc2)CC3)CC1 (centres undefined)	?
CCC(=O)Nc1sc2c(c1-c1nc3ccccc3s1)CCN(CC)C2	?
CN(Cc1cscn1)C(=O)c1nn(CC2CC2)c2c1CN(C(=O)c1c3c(nn1C)CCCC3)CC2	?
CN(C)CCNC(=O)COc1ccc2c(c1)C(=O)CC(C)(C)O2	?
CCOc1ccc(C(=O)Nc2ccc([N+](=O)[O-])cc2OC)cc1Cl	?
Cc1ccsc1C(=O)N1CCC(Cn2cc(CN3CC[C@@H](N)C3)nn2)CC1	?
O=C(CC1CS(=O)(=O)CC1CC(=O)Nc1ccccc1)Nc1ccccc1 (centres undefined)	i
COc1ccc(OC)c(NC(=O)CNS(=O)(=O)c2cccs2)c1	i
Cc1oc(-c2ccccc2Cl)nc1CSCC(=O)NC(C)(C)C	i
O=C(Nc1c(C(=O)Nc2ccc(F)cc2)oc2ccccc12)c1ccc2c(c1)OCO2	i
O=C(CN1C(=O)CCc2cc(S(=O)(=O)N3CCCC3)ccc21)N1CC=C(c2ccccc2)CC1	i
O=C(CNS(=O)(=O)c1ccc(Br)s1)NCc1cccnc1	i
CC(=O)NCCn1cnc(-c2ccccc2)c1/C(C)=C/c1ccco1	?
COc1ccccc1NC(=O)c1coc(=O)c2ccccc12	i
O=C(c1c(F)cccc1F)N1CCN=C1SCc1ccccc1F	?
CC(=O)Nc1ccc(C(=O)Nc2cccc(Cl)c2C)cc1	i
CC1=NOC(C(=O)Nc2ccc(NC(=O)c3coc(C)c3)cc2)C1 (centres undefined)	i
CCN(CC)C(=O)[C@@H]1C[C@H](N)CN1C(=O)Cn1c(=O)cc(C)c2ccccc21	i
CCc1nnc(NC(=O)c2cccc(Cl)c2Cl)s1	i
COc1ccc(OC)c(C2Sc3ccccc3NC3=C2C(=O)c2ccccc23)c1 (centres undefined)	i
Cc1ccccc1OCCn1c(SCC(=O)O)nc2ccccc21	i
Cc1nc2c(c(NCCc3nccc(-c4ccccc4)n3)n1)CCNC2	i
CCCc1ncncc1C(=O)N1CCCC(Nc2ccc3c(c2)OCCO3)C1 (centres undefined)	i
Cc1cc(NC(=O)Cn2cnc3c(cnn3-c3ccccc3)c2=O)no1	i
Cc1ccc(Cn2nc(C)c(NC(=O)CCCn3nc(C)c([N+](=O)[O-])c3C)c2C)cc1	?
Cc1sc2nc3c(C(=O)NCc4ccccc4)cccn3c(=O)c2c1C	i
CC(C)Cn1cc(C(=O)N(C)Cc2ccccc2)c2c3ccccc3n(C)c2c1=O	?

5 neighbouring entries from above, for reference:
SMILES	ST2 IL33 inh
Cc1nc2c(c(NCCc3nccc(-c4ccccc4)n3)n1)CCNC2	i
CCCc1ncncc1C(=O)N1CCCC(Nc2ccc3c(c2)OCCO3)C1 (centres undefined)	i
Cc1cc(NC(=O)Cn2cnc3c(cnn3-c3ccccc3)c2=O)no1	i
Cc1ccc(Cn2nc(C)c(NC(=O)CCCn3nc(C)c([N+](=O)[O-])c3C)c2C)cc1	?
Cc1sc2nc3c(C(=O)NCc4ccccc4)cccn3c(=O)c2c1C	i
